PV pol inh: poliovirus RNA polymerase inhibition | P03300 | poliovirus polymerase elongation, fluorescence polarization; active compounds read low | % elongation, % (compound at 16.7 µg/mL) | hit rate 0.66% among 150,000 | AID 588519; in the data active = % elongation below about 90%; note: some results filed as inactive read as strong as hits
Target sequence (P03300 1749-2209 limits assumed): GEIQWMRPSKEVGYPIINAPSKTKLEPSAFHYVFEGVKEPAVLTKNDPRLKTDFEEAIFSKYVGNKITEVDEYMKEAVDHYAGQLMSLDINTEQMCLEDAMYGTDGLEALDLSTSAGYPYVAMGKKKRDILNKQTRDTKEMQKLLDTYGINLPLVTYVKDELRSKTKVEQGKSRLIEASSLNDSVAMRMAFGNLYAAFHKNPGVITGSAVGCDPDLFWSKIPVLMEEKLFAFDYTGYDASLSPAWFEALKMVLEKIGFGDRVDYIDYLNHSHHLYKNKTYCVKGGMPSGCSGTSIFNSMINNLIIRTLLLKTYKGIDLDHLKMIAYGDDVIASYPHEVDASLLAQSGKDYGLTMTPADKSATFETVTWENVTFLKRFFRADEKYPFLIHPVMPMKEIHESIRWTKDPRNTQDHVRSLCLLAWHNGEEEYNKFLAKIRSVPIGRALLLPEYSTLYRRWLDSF
PV pol inh FP z-score: recorded beside PV pol inh, whose call it bears; z-score; measured here: FP z-score; hits read low
Starred values were filed as active, the others as inactive.

Each structure is followed by: PV pol inh	PV pol inh FP z-score
- CCOC(=O)C1=C(c2ccccc2)N(CC(N)=O)C(=O)C12C(C#N)=C(N)Oc1ccccc12 (centres undefined)
→ 103.0	0.4
- CNC(=O)c1cc(Cl)ccc1OC
→ 100.0	-0.1
- N#CC(C(=O)C12CC3CC(CC(C3)C1)C2)c1nc2ccccc2[nH]1 (centres undefined)
→ 101.0	0.1
- Cc1nc(SCC(=O)Nc2cccc(C(F)(F)F)c2)[nH]c(=O)c1C
→ 103.0	0.1
- CC(CC(=O)N1CCN(c2ccc(F)cc2)CC1)CC1=NS(=O)(=O)c2ccccc2N1 (centres undefined)
→ 103.0	1
- COc1cc(CN(C(=O)c2ccccc2F)C2CCS(=O)(=O)C2)cc(OC)c1OC (centres undefined)
→ 107.0	0
- Cc1onc(-c2ccccc2)c1NC(=O)Nc1ccc(OC(F)F)cc1
→ 101.0	0.1
- CC(O)Cc1nnc(SCc2nnc(-c3ccccc3)o2)n1-c1ccccc1 (centres undefined)
→ 100.0	0.1
- Cc1ccc(CSC2=Nc3ccccc3C3=NC(CC(=O)NCc4cccs4)C(=O)N23)cc1 (centres undefined)
→ 107.0	0
- O=S(=O)(/C=C/c1ccccc1)N1CCN(c2ccc(S(=O)(=O)N3CCCCC3)cn2)CC1
→ 97.0	-0.8
- COc1ccc(CC2c3cc(OC)c(OC)cc3CCN2C)cc1OC (centres undefined)
→ 100.0	0.1
- O=C(NCc1cccs1)c1ccc(Cn2c(SCc3ccc(F)cc3)nc3cccnc32)cc1
→ 112.0	0.3
- CN1C(=O)CSc2ccc(NC(=O)NCc3ccccc3)cc21
→ 103.0	0.5
- C=CCn1c(SCCC(=O)NCc2ccc3c(c2)OCO3)nc2scc(-c3ccco3)c2c1=O
→ 102.0	0.4
- COc1ccc(CCNC(=O)c2cnn(-c3ccc(F)cc3)c2C2CCN(C(=O)OC(C)(C)C)CC2)cc1OC
→ 109.0	0.3
- CCOc1ccccc1CNS(=O)(=O)c1ccc(-c2coc(C)n2)cc1
→ 110.0	0.7
- CCOC(=O)Cn1c(=O)n(-c2ccc(Cl)cc2)c2nc(-c3ccc(Cl)cc3)nc(C(N)=O)c21
→ 107.0	0.1
- O=C(OCn1nnc2ccccc2c1=O)C1CCN(S(=O)(=O)c2cccs2)CC1
→ 100.0	-0.1
- Cn1/c(=N/NC(=O)C2=NN(c3ccccc3)C(=O)CC2)sc2ccccc21
→ 98.0	-0.6
- O=C1/C(=C\c2cccs2)SC(=S)N1CC1CCCO1 (centres undefined)
→ 99.0	-0.3

Continued; the last 2 above are carried over.
Each structure is followed by: PV pol inh	PV pol inh FP z-score
- Cn1/c(=N/NC(=O)C2=NN(c3ccccc3)C(=O)CC2)sc2ccccc21
→ 98.0	-0.6
- O=C1/C(=C\c2cccs2)SC(=S)N1CC1CCCO1 (centres undefined)
→ 99.0	-0.3
- CCCS(=O)(=O)N1CC(=O)N(c2ccccc2C)C(C)(C(=O)NC2CCCCC2)C1 (centres undefined)
→ 107.0	0.2
- CCS(=O)(=O)c1ncc(Cl)c(C(=O)NCCc2ccc(OC)c(OC)c2)n1
→ 105.0	0.5
- CC(C)(O)CNC(=O)C(Cc1ccccc1)N1C(=O)c2ccccc2C1=O (centres undefined)
→ 105.0	-0.2
- CCc1noc(-c2ccc(NC(C)c3ccccc3)c([N+](=O)[O-])c2)n1 (centres undefined)
→ 109.0	0.2
- CCOC(=O)c1c(S(=O)(=O)Nc2ccc(OC)c(Cl)c2)c(C)n(C)c1C
→ 100.0	-0.4
- c1cc(CN2CCC(N3CCCCC3)CC2)ccn1
→ 98.0	-0.9
- Cc1cc(N2CCC(C(=O)NC3CC3)CC2)n2nc(C)c(-c3ccc(Cl)cc3)c2n1
→ 102.0	1.2
- CCOC(=O)c1nnc2c(-c3ccc(Cl)cc3)c(C)nn2c1C
→ 108.0	0.9
- Cc1ccc(CC(=O)NC2CCSC2=O)cc1 (centres undefined)
→ 103.0	0.6
- FC(F)(F)c1ccc(NCCNc2ccc(C(F)(F)F)cn2)nc1
→ 97.0	-1
- CCOc1ccccc1Nc1ncnc2c1c(-c1ccccc1)cn2-c1ccc(OC)cc1
→ 107.0	0
- Cc1noc(-c2ccc(-c3noc(-c4ccc(C(F)(F)F)cc4)n3)cc2)n1
→ 104.0	-0.8
- O/N=c1/sc2ccccc2n1CCS
→ 99.0	-0.4
- O=C(CCc1ccccc1)N/N=C/c1cccc(O)c1
→ 102.0	0
- O=C1c2ccccc2C(=O)N1CSc1ccccc1
→ 102.0	0.1
- Cc1ccc(C2C=C(c3ccc(F)cc3)Nc3nc(CCCO)nn32)cc1 (centres undefined)
→ 101.0	-1
- c1ccc(-c2noc(NC3CCCC3)n2)cc1
→ 102.0	0.8
- Cc1nc2sccn2c(=O)c1S(=O)(=O)N1CCc2ccccc2C1
→ 98.0	-1.8
- CCOC(=O)c1c(C)[nH]c(C)c1S(=O)(=O)N1CCCC(C(=O)NCc2cccc(C)c2)C1 (centres undefined)
→ 111.0	0.4
- CSc1sc(=S)sc1SC
→ 104.0	0.1
- CCOC(=O)Cc1nnc(-c2ccccc2)o1
→ 106.0	1.7
- CN(C)CCCNc1c(N)c(=O)oc2ccccc12
→ 99.0	-0.2
- COCCn1cnnc1SCC(=O)NC(=O)C1CCCCC1
→ 102.0	0.1
- CCN1CCN(C(c2cccc(F)c2)c2c(O)cc(C)n(Cc3ccco3)c2=O)CC1 (centres undefined)
→ 100.0	-1.7
- CN(c1ccccc1C(=O)O)S(=O)(=O)c1ccc2c3c(cccc13)C(=O)N2
→ 101.0	0
- CCN(Cc1ccccc1)Cc1c(O)ccc2oc(C)c(C(=O)Nc3ccc(C)cc3C)c12
→ 105.0	-0.4
- N#Cc1c(N)c(C(=O)c2ccccc2)n2ccccc12
→ 91.0	-4.4
- COc1ccc(-c2nc3ccccc3o2)cc1NC(=O)c1ccc(N2CCC(C)CC2)c([N+](=O)[O-])c1
→ 105.0	0.1
- COC(=O)C1CCN(C(c2ccccc2Cl)c2sc3nc(-c4ccco4)nn3c2O)CC1 (centres undefined)
→ 107.0	0.3
- Cc1ccc(S(=O)(=O)NCc2ccccc2)cc1C(=O)N1CCCCCC1
→ 101.0	-0.1
- CNC(=S)Nc1ccc(OC(F)(F)F)cc1
→ 100.0	0.1
- CNc1nc2ccccc2n2c(C)nnc12
→ 103.0	0.6
- CCc1nnc(NC(=O)c2c(C)nn(-c3ccccc3)c2Cl)s1
→ 104.0	0.3
- COP1(OC)=NP(OC)(OC)=NP(OC)(OC)=NP(OC)(OC)=N1
→ 103.0	0.5
- Cc1ccc2nc(CN3CCN(S(=O)(=O)c4ccc(C)c(C)c4)CC3)oc2c1
→ 105.0	-0.2
- CCCc1nc(NCCc2cccs2)c2nnn(Cc3ccccc3Cl)c2n1
→ 99.0	-0.6
- Cc1cc(Br)ccc1NC(=O)c1c(C)oc2ncnc(N3CCCCC3)c12
→ 109.0	0.2
- C=CCOC(=O)C1=C(C)N2CCSC2=C(C#N)C1c1ccco1 (centres undefined)
→ 101.0	-0.4
- CCOc1ccc(OCC)c(NC(=O)CCc2nc3cccnc3n2Cc2cccs2)c1
→ 104.0	-0.1
- COc1cc2c(cc1OC)CN(C(=O)CCOc1ccccc1OC)CC2
→ 105.0	0.5
- O=C(Cn1nnc(-c2ccccc2)n1)c1ccc(S(=O)(=O)N2CCCCC2)cc1
→ 116.0	1.6
- COc1cccc(NC(=O)N2CCC(N(C)Cc3cccc(Cl)c3)CC2)c1
→ 103.0	0.4
- FC(F)(F)c1cc(C(F)(F)F)c(Br)c(-n2cccc2)c1Br
→ 96.0	-1
- CN(Cc1ccccc1)C(=O)c1ccc(CSc2nc3cccnc3n2Cc2ccccc2F)cc1
→ 107.0	-0.4
- Cc1nc(Cc2nnc(SCC(=O)c3ccc4c(c3)CCCN4S(C)(=O)=O)o2)cs1
→ 104.0	0.1
- N#Cc1ccc(OCC(=O)N/N=C/C2CC=CCC2)cc1 (centres undefined)
→ 105.0	0.2
- COc1ccccc1Nc1nc(NCC2CCCO2)c2ccccc2n1 (centres undefined)
→ 101.0	-0.2
- COc1c(C)cccc1C(=O)Nc1cccc2ccc(C)nc12
→ 100.0	-1.3
- Cc1ccc2c(CC(=O)Nc3ccc(S(=O)(=O)N4CCCCC4)cc3)coc2c1C
→ 108.0	-0.5
- O=c1cc(CSc2ccccc2)nc2sccn12
→ 100.0	-0.3
- Cc1ccc(S(=O)(=O)c2cc3cc(C(=O)Nc4ccc(C)c(C)c4)ccc3oc2=O)cc1
→ 105.0	1
- CCn1c(C)cc(O)c(C(c2ccc(OC)cc2)N2CCN(C)CC2)c1=O (centres undefined)
→ 101.0	-0.7
- O=c1c(-c2ccc(OC3O[C@H](CO)[C@@H](O)[C@H](O)[C@H]3O)cc2)coc2cc(O)cc(O)c12 (some centres undefined)
→ 111.0	1.2
- CCOC(=O)C1=C(N)Oc2cc(C)n(C)c(=O)c2C1c1ccncc1 (centres undefined)
→ 99.0	-0.7
- COc1cccc(CNC(=O)CCCOc2cc(=O)n(C)c3ccccc23)c1
→ 102.0	0.1
- C=CCNC(=S)NC1C2CN3CCN(C2)CC1(C)C3 (centres undefined)
→ 98.0	-0.5
- CCOc1ccc(NC(=O)Cn2nc3c(cc2=O)CC(C)CC3)cc1 (centres undefined)
→ 106.0	-0.2
- CC(NC(=O)c1ccc2c(c1)sc1nc(-c3ccccc3)cn12)C12CC3CC(CC(C3)C1)C2 (centres undefined)
→ 102.0	-0.8
- CCOc1ccc(NC(=O)CSc2nnc3ccccn23)cc1
→ 104.0	0.1
- CC(Sc1ncnc2ccccc12)C(=O)Nc1cccc(C(F)(F)F)c1 (centres undefined)
→ 100.0	-0.7

Single records, as listed above. Screens in order: PV pol inh	PV pol inh FP z-score
`CCOc1ccc(NC(=O)CSc2nnc3ccccn23)cc1` reads 104.0	0.1
`CC(NC(=O)c1ccc2c(c1)sc1nc(-c3ccccc3)cn12)C12CC3CC(CC(C3)C1)C2` (centres undefined) reads 102.0	-0.8
`COP1(OC)=NP(OC)(OC)=NP(OC)(OC)=NP(OC)(OC)=N1` reads 103.0	0.5
`COc1cccc(NC(=O)N2CCC(N(C)Cc3cccc(Cl)c3)CC2)c1` reads 103.0	0.4
`COc1cccc(CNC(=O)CCCOc2cc(=O)n(C)c3ccccc23)c1` reads 102.0	0.1

Other records follow.
Each structure is followed by: PV pol inh	PV pol inh FP z-score
- CN1CCN(C(=S)C(=O)Nc2ccccc2)CC1
→ 100.0	-0.4
- Cn1cnc2c(=O)oc3ccc(S(=O)(=O)N4CCN(c5cccc(Cl)c5)CC4)cc3c21
→ 111.0	0.6
- COc1ccc(Cl)cc1NC(=O)c1cn(C2CCCC2)c(=O)c2c1c1ccccc1n2C
→ 114.0	0.5
- CCCNC(=O)c1ccc(C(=O)NCCC)cc1
→ 99.0	-0.4
- Cc1ccc(C)c(N2CCN(C(=O)c3cc4c(=O)n(Cc5cccnc5)ccc4nc3C)CC2)c1
→ 113.0	1.4
- COc1ccc(CCNC(=O)CCc2cn(Cc3ccc(C)cc3)c3ccccc23)cc1OC
→ 111.0	0.9
- CCc1cc2c(cc3c(=O)[nH]ncn32)s1
→ 101.0	-1.1
- O=C(CCN1C(=O)c2ccccc2Sc2ncccc21)Nc1ccc(F)cc1F
→ 103.0	-0.8
- CC1CN=C(N(CCc2ccccc2)C(=O)Nc2ccc(Cl)cc2)S1 (centres undefined)
→ 97.0	-1.2
- O=C(CN1CCN(Cc2ccccc2)CC1)N/N=C\c1ccccc1
→ 100.0	-0.2
- O=C(CCc1nc(-c2ccccc2)no1)OCc1c(Cl)cccc1Cl
→ 105.0	0.1
- CCN1CCCC1CNc1nc2ccc(C(=O)c3ccccc3)cc2n2cnnc12 (centres undefined)
→ 102.0	0
- CCn1cc(C(=O)N2CCOCC2)c(=O)c2cc(S(=O)(=O)N(C)C)ccc21
→ 103.0	1.7
- Cc1ccc(S(=O)(=O)N(CC(O)Cn2c3ccccc3c3ccccc32)c2cccc(C(=O)NCCO)c2)cc1 (centres undefined)
→ 104.0	-0.1
- O=C(CCCn1ncn2c(cc3occc32)c1=O)NC1CCCc2ccccc21 (centres undefined)
→ 102.0	-0.3
- Cc1occc(=O)c1OC(=O)c1ccco1
→ 102.0	0.1
- O=C(NCC(c1cccs1)N1CCOCC1)c1ccccc1C(=O)NCC(c1cccs1)N1CCOCC1 (centres undefined)
→ 101.0	0.1
- Cc1nc2cc(-c3ccccc3)nn2c(C)c1CCC(=O)N1CCN(c2ccc(F)cc2)CC1
→ 106.0	0.3
- COc1cc(OC)cc(C(=O)NCCOC23CC4CC(CC(C4)C2)C3)c1
→ 101.0	-0.5
- CCc1ccc(NC(=O)CN2C(=O)C3CCCN3c3ccc(S(=O)(=O)N(CC)CC)cc32)cc1 (centres undefined)
→ 109.0	0.6
- O=C(Nc1nc2nc(-c3cccs3)cc(C(F)(F)F)c2s1)c1ccco1
→ 112.0	0.5
- C(=N\OCc1nnc(-c2ccc3ccccc3c2)o1)/c1cccc2c1OCO2
→ 102.0	0.2
- O=C(CSc1cn(CCNC(=O)c2cccc(C(F)(F)F)c2)c2ccccc12)Nc1ccc2c(c1)OCCO2
→ 106.0	0.3
- Cc1ccc2[nH]c(=O)c3cc(C(=O)N(C)C4CCCCC4)sc3c2c1
→ 101.0	-0.4
- CC(=O)Nc1ccc(CSc2ccccc2)cc1
→ 97.0	-0.7
- Cc1cc2n(n1)SC(Nc1ccc(F)c(Cl)c1)N2 (centres undefined)
→ 105.0	0.1
- CS(=O)(=O)Nc1ccccc1C(=O)Nc1ccc2c(c1)OCCO2
→ 99.0	-0.2
- O=C(NCc1ccccc1Cl)C1CCCN(c2nc3ccccc3o2)C1 (centres undefined)
→ 104.0	1.1
- CCOC(=O)COc1ccc(C#N)cc1
→ 102.0	0.3
- CCOc1cc(/C=C(\C#N)C(=O)Nc2ccc(OC)cc2)ccc1OCc1cc(=O)n2nc(CC)sc2n1
→ 102.0	-1.1
- C=CCn1c(=O)c2ccc(C(=O)NCc3ccc4c(c3)OCO4)cc2n(CC(=O)Nc2cc(C)[nH]n2)c1=O
→ 103.0	1
- CC(C)OCCCNC(=O)Cc1ccc(NC(=O)N2CCCCc3ccccc32)cc1
→ 102.0	-0.3
- O=c1[nH]cnc2c1c(-c1ccccc1)cn2-c1ccccc1
→ 101.0	-0.5
- CC(NC(=O)c1ccco1)C1CCCO1 (centres undefined)
→ 98.0	-0.3
- Cc1ccc2c(=O)cc(C(=O)N(Cc3ccc(C(C)(C)C)cc3)C3CCS(=O)(=O)C3)oc2c1 (centres undefined)
→ 112.0	0.8

The list is partial, so the mix of outcomes need not match the whole.
